From PubChem BioAssay
GPR151 ag = human GPR151 activation; Q8TDV0; PathHunter beta-arrestin GPR151 cells, luminescence; activation, % at 11.2 µM; 650,000 compounds, 1% hits; in the data active = activation above about 4.9%;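 note: 0% = median of compound wells and 100% = cells with positive control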
Target sequence (Q8TDV0 whole entry, looked up): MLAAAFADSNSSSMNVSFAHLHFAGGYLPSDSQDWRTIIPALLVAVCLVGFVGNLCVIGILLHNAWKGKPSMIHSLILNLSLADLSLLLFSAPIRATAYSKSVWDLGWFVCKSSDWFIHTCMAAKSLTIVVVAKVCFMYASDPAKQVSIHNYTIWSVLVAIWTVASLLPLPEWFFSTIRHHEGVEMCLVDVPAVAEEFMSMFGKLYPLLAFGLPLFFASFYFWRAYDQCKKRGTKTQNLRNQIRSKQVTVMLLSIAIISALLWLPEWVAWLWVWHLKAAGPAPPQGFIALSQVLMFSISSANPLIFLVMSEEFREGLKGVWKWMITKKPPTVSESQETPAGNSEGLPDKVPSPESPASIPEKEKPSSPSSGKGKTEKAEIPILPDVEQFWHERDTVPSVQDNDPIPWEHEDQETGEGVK
FBW7 activator = human FBW7 E3 ligase activation, primary screen; 650,000 compounds, 0.13% hits; Q969H0; normalized activity (activation), % at 26.1 µM; AlphaScreen FBW7–phospho-cyclin E peptide binding, activator screen; in the data active = normalized activity above about 1.9%;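 note: purified mutant Fbw7 with reduced substrate affinity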
MITF inh = human MITF inhibition, primary screen; inhibition, % at 2.6 µM; AlphaScreen MITF homodimerization, bead proximity signal; O75030; 650,000 compounds, 0.91% hits; in the data active = inhibition above about 50%;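 note: 0% = vehicle wells with protein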
Target sequence (O75030 whole entry, looked up): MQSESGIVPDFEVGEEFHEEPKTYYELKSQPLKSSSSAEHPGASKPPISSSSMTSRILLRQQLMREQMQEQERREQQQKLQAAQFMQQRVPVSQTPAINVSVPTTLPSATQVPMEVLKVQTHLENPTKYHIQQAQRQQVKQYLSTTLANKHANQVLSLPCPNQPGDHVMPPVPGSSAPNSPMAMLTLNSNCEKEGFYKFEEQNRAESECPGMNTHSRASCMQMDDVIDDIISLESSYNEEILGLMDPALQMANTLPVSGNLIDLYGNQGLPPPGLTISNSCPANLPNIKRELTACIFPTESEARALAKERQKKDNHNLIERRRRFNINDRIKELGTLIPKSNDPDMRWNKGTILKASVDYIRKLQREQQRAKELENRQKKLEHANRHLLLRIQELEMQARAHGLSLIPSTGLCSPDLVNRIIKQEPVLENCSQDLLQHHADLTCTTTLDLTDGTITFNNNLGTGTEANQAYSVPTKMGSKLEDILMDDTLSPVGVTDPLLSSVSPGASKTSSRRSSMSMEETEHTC
TEAD-YAP inh = TEAD-YAP interaction inhibition; HEK-TIYL cells, TEAD-Gal4/YAP UAS-luciferase luminescence; inhibition, % at 9.12 µM; 640,000 compounds, 1.4% hits; AID 1259422; in the data active = inhibition above about 32%;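 note: 0% = median of test compound wells and 100% = reference inhibitor wells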
* = called active by the depositor; & = joins results of further samples.

SMILES	GPR151 ag	FBW7 activator	MITF inh	TEAD-YAP inh
Cc1cc(C)c2[nH]c(=O)c(CN(CCO)C(=O)Nc3ccccc3)cc2c1	1.1	0.0	9	5
C[C@H]1NC(=O)[C@H]2CN(C(=O)c3cc(F)cc(F)c3)CCN2C1=O	-0.3	0.1	15	-1
COc1cc(/C=C2/C(=N)N3OC(C)=CC3=NC2=O)ccc1OCCOc1ccc(C)cc1	2.2	-0.1	4	6
COc1ccccc1NC(=O)c1cc(C(N)=O)c(SCc2ccccc2)nc1N	-1.7	0.0	17	-8
O=C(CCl)Nc1cc(C(=O)O)cc(C(=O)O)c1	-0.5	0.0	7	4
COc1ccc(Cn2c(=S)[nH]c3cc(C(=O)NCc4ccc(F)cc4)ccc3c2=O)cc1	0.9	-0.1	-3	-17
O=C(NCc1n[nH]c(=S)n1-c1ccccc1)c1ccccc1	1.0	0.1	-7	-2
CC(C)Nc1nc(-c2ccccc2Cl)nc2ccccc12	-1.0	0.0	4	9
CCOc1ccc(N/C(SCc2ccc(C)cc2C)=C(/C#N)C(N)=O)cc1	-0.2	-0.1	13	12
Cc1cccc(OCC(=O)N(Cc2sccc2C)C2CCS(=O)(=O)C2)c1 (centres undefined)	1.1	-0.4	2	10
C=CCc1ccc(O)c(-c2ccc(O)c(CC=C)c2)c1	-0.1&2.5	0.0&0.0	3&8	2&2
CCOC(=O)c1sc2nc(CC(=O)OC)nc(N3CCN(c4ccc(F)cc4)CC3)c2c1C	0.4	0.0	9	4
CCN1CCN(c2ccc(N=Cc3cccc([N+](=O)[O-])c3)cc2)CC1	0.3	-0.3	12	8
COc1ccc(Oc2ccc(N3C(=O)C4C5CCC(C5)C4C3=O)cc2)cc1 (centres undefined)	2.8	0.4	-1	-10
CN(c1ccccc1)c1nc2nonc2nc1N(C)c1ccccc1	-0.7	0.3	11	-5
N#CC1C(=S)N=C2CCCCC2=C1c1cccs1 (centres undefined)	1.8	1.0	12	0
O=C(CC(C(=O)O)N1CCOCC1)Nc1cc(Cl)ccc1Cl (centres undefined)	1.2	0.0	14	0
COc1cccc(CN(C)C(=O)Cc2c[nH]c3ccccc23)c1OC	1.3	-0.1	-5	-16
CCCCOc1ccc(N2C(=O)CC(Cl)C2=O)cc1 (centres undefined)	1.5	0.1	-3	8
O=C(O)CCCCCNCc1ccncc1	-1.8	0.0	0	3

Single records, from the list above. Values in the order: GPR151 ag	FBW7 activator	MITF inh	TEAD-YAP inh
Profile of O=C(CC(C(=O)O)N1CCOCC1)Nc1cc(Cl)ccc1Cl (centres undefined) = 1.2	0.0	14	0
Profile of Cc1cc(C)c2[nH]c(=O)c(CN(CCO)C(=O)Nc3ccccc3)cc2c1 = 1.1	0.0	9	5
Profile of COc1cccc(CN(C)C(=O)Cc2c[nH]c3ccccc23)c1OC = 1.3	-0.1	-5	-16
Profile of N#CC1C(=S)N=C2CCCCC2=C1c1cccs1 (centres undefined) = 1.8	1.0	12	0

Next part:
SMILES	GPR151 ag	FBW7 activator	MITF inh	TEAD-YAP inh
CC(=O)Oc1cccc(N2C(=O)c3ccc(Oc4cccc([N+](=O)[O-])c4)cc3C2=O)c1	0.4	0.1	11	-3
Cc1cccc(N2CC(C(=O)OCC(=O)c3ccc(F)cc3)CC2=O)c1 (centres undefined)	-0.9	-0.1	-6	2
CCN(C(=O)CSc1nc2cc(C(=O)OC)ccc2c(=O)n1Cc1ccc2c(c1)OCO2)c1cccc(C)c1	1.4	0.1	12	5
O=C(CSc1nc2ccc(N3C(=O)c4ccccc4C3=O)cc2s1)N1CCOCC1	0.6	0.2	-27	-8
COCCn1nnnc1C(c1cc2c(C)ccc(C)c2[nH]c1=O)N1CCN(C)CC1 (centres undefined)	-0.7	0.0	14	4
Cc1ccc(Cn2c3ccccc3n3c(SCC(N)=O)nnc23)cc1	-0.7	0.8	18	16
CC1=C(C(N)=O)C(c2ccccn2)n2nc(SCc3ccccc3)nc2N1 (centres undefined)	-0.1	0.0	0	9
CN(CC(=O)Nc1ccc(C(N)=O)cc1)S(=O)(=O)c1ccc(F)cc1	1.6	0.0	4	0
Nc1nc(SCC(=O)Nc2ccc3c(c2)OC(F)(F)O3)n[nH]1	-1.1	-0.1	5	-4
CC(=O)NC(CCS(C)(=O)=O)C(=O)Nc1ccc(F)cc1Cl (centres undefined)	0.9	0.3	-6	2
CN(C)c1ccc(/C=N/NC(=O)Cn2nnc3ccccc32)cc1	0.2	0.2	6	-2
O=c1c2c3c(sc2nc2n1CCCC2)CCCC3	1.6	0.1	6	-32
COC(=O)C1=C(C(=O)OC)C2(OC1c1ccc(C)c(Cl)c1)C(=O)c1ccccc1C2=O (centres undefined)	-0.6	0.0	2	9
CCC(C)Nc1c([N+](=O)[O-])cc(C)cc1[N+](=O)[O-] (centres undefined)	0.0	0.1	10	5
CS(=O)(=O)c1ccc(Cl)c(S(=O)(=O)N2CCN(c3ccccc3)CC2)c1	-1.1	-0.1	5	0
Cc1cc(OCCOCCNCCN)cc(C)c1Cl	-0.7	-0.2	30	6
Nc1nc(NCc2cccnc2)cc(NC2CCN(Cc3ccccc3)CC2)n1	1.5	-0.2	-6	-1
N/C(=N\OC(=O)CN1C(=O)c2ccccc2C1=O)c1ccc(Cl)cc1	1.7	-0.2	-6	9
CCOc1ccccc1C(=O)Nc1nncs1	-0.3	0.1	5	-2
C#CCSc1nc2ccccc2n1C(=O)/C=C/c1ccc(OC)cc1	0.6	0.1	-8	-5
O=C(CSc1nc2ccccc2c(=O)n1CC1CCC(C(=O)NCc2ccccc2)CC1)Nc1ccccc1C(F)(F)F (centres undefined)	-1.3	0.2	10	8
Fc1ccc(C2C=C(c3ccc(Cl)cc3)Nc3nnnn32)cc1 (centres undefined)	-0.4	0.1	8	-6
Cc1cc(C)c(-n2c(O)c(C=Nc3ccc(F)cc3)c(=O)[nH]c2=O)c(C)c1	0.4	0.1	-4	2
CNc1ccc([N+](=O)[O-])cc1-n1cnc(-c2ccc(OC)cc2)c1	0.7	-0.3	1	-5
Cc1ccc(Cn2nnc3c(=O)n(CC(=O)Nc4ccccc4C)cnc32)cc1	1.3	0.0	-2	2
Cc1ccc(N2C(=O)C3C4c5ccccc5C(CO)(c5ccccc54)C3C2=O)cc1[N+](=O)[O-] (centres undefined)	0.2	-0.3	-1	-2
O=C(Cn1cnc2ccccc2c1=O)NCCC(=O)N1CCN(Cc2ccc3c(c2)OCO3)CC1	5.4*	0.0	-31	6
CC(C)CNc1ncnc2c1c(-c1ccccc1)cn2-c1ccc(F)cc1	0.1	0.8	-1	-23
COC(=O)Oc1ccc(/C=N/NS(=O)(=O)c2ccccc2)cc1OC	-0.8	0.1	8	1
CC(=O)Nc1cccc(OCC(=O)N(C)c2ccccc2)c1	-1.0	-0.1	5	8
COC(=O)C1CCN(C(c2ccc(OC)c(OC)c2)c2sc3ncnn3c2O)CC1 (centres undefined)	1.9	0.0	14	-2
COc1cccc(C(=O)N2CCN(Cc3ccncc3)CC2)c1	-0.8	-0.2	68*	-3
O=C(COC(=O)CNC(=O)c1ccc(C(F)(F)F)cc1)Nc1c(F)cccc1F	0.4	-0.1	-5	3
COc1ccc(OC)c(Cc2nnc(CCC(=O)N3CCN(C4CCCC4)CC3)o2)c1	0.9	0.0	-11	-45
COc1cc(/C=C2\SC(=Nc3ccc(O)cc3)NC2=O)cc(OC)c1O	1.0	0.4	1	6
CCCCCCCC1=NN2C(=N)/C(=C/c3ccc(Sc4ccc(C)cc4)o3)C(=O)N=C2S1	1.7	0.1	14	1
CC(C)CCSc1nc2sc3c(c2c(=O)n1Cc1ccccc1)CC(C)(C)OC3	-0.1	0.0	17	-4
CCOC(=O)C1=C(C)NC2=C(C(=O)CC(C)(C)C2)C1c1cccc(Cl)c1Cl (centres undefined)	1.1	0.0	-12	14
Cc1ccc(/C=C2\N=C(c3ccc(Cl)cc3Cl)OC2=O)o1	-1.2	-0.2	10	6
O=C1NC2(CCCC2)C(=O)N1Cc1ccccc1Cl	-1.1	0.0	1	-3

An excerpt of these results, as a markdown table:
| molecule | GPR151 ag | FBW7 activator | MITF inh | TEAD-YAP inh |
| --- | --- | --- | --- | --- |
| CC(C)CCSc1nc2sc3c(c2c(=O)n1Cc1ccccc1)CC(C)(C)OC3 | -0.1 | 0.0 | 17 | -4 |
| O=C1NC2(CCCC2)C(=O)N1Cc1ccccc1Cl | -1.1 | 0.0 | 1 | -3 |

A second format for some results above.
> COc1cccc(C(=O)N2CCN(Cc3ccncc3)CC2)c1
  GPR151 ag: -0.8
  FBW7 activator: -0.2
  MITF inh: 68*
  TEAD-YAP inh: -3
> O=C(COC(=O)CNC(=O)c1ccc(C(F)(F)F)cc1)Nc1c(F)cccc1F
  GPR151 ag: 0.4
  FBW7 activator: -0.1
  MITF inh: -5
  TEAD-YAP inh: 3

Additional compounds:
SMILES	GPR151 ag	FBW7 activator	MITF inh	TEAD-YAP inh
NS(=O)(=O)c1ccc(NC(=O)C(Cl)Cl)cc1	0.0	0.1	-17	25
Cc1c(Br)c([N+](=O)[O-])nn1CC(=O)NCc1ccc2c(c1)OCO2	3.9	0.1	3	-7
CCCNc1nc(NCCN2CCOCC2)nc2c1ncn2-c1ccccc1	-0.1	0.1	25	1
O=C(NCCc1ccccc1)c1nc2ccccc2[nH]1	-4.8	0.6	11	-26
CCOC(=O)Cn1c(=O)c2c(nc3n(-c4cccc(Cl)c4)c(C)cn23)n(C)c1=O	0.0	0.0	-1	-1
Cc1cc(C2N=C(N)Nc3nc4ccccc4n32)c(C)n1C1CC1 (centres undefined)	1.1	-0.2	3	-4
CCOc1ccccc1-n1c(SCc2ccccc2Cl)nc2[nH]ncc2c1=O	-0.4	0.6	2	-32
Cc1cccc(-c2ocnc2C(=O)Nc2ccc(N3CCN(S(C)(=O)=O)CC3)cc2)c1	0.3	0.3	5	0
CCOc1ccc(CCN2C(=O)CC(C(N)=O)SC2=Nc2ccc(F)cc2)cc1OCC (centres undefined)	0.2	0.0	-1	-4
Cc1ccc2c(c1)CN(CC(=O)N1CCc3c([nH]c4ccccc34)C1)CC(C)O2 (centres undefined)	-0.6	-0.1	18	7
Fc1ccc(-c2ccc(NCCN3CCOCC3)nn2)cc1	0.0	0.0	1	-42
C=C1C2(C(=O)NCc3cccnc3)CCC(C2)C1(C)C (centres undefined)	1.5	0.5	-13	-6
COc1ccc(C(=O)Nc2ccc(-n3nncc3C(C)(C)C)cc2)cc1	4.0	-0.1	15	-8
N#Cc1c(C(F)(F)F)cc(-c2cccs2)nc1SCC(=O)Nc1ccc(F)cc1	2.6	-0.1	-3	-3
Cc1ccc(C)c(NC2SC(=O)NC2=O)c1 (centres undefined)	1.6	-0.1	-2	19
CC1=C(C(=O)NC2CCCc3c2cnn3-c2ccc(F)cc2F)OCCO1 (centres undefined)	0.1	0.2	8	30
CCn1c(SCC(=O)Nc2ncc(C)s2)nnc1-c1cccc(C)c1	0.5	0.0	-9	6
COc1ccc(/C=C(\C#N)C(=O)Nc2ccc(F)cc2)cc1OC	1.2	0.1	-7	-3
CCCCCCCCOC(=O)C1=C(C)Nc2nnnn2C1c1cc(OC)ccc1OC (centres undefined)	1.7	-0.1	3	14
CC(=O)c1cccc(-c2nc(Nc3ccccc3)c3ncn(CCN4CCCC4=O)c3n2)c1	-0.7	0.0	-8	0
O=C1NC2(CCN(C(=O)c3ccc(Cn4cccn4)o3)CC2)Oc2ccccc21	-0.4	0.1	12	-4
Cc1ccc(-n2c(O)c(C=NCCCO)c(=O)[nH]c2=O)cc1	0.1	0.2	11	-5
CC1CN(Cc2ccccc2F)CC(C)O1 (centres undefined)	1.4	0.0	-1	12
CS(=O)(=O)N(CC(=O)NCc1ccccn1)c1cccc(Br)c1	-1.3	-0.1	5	4
COCCn1c(=O)n(CC(=O)N2CCCC3CCCCC32)c2cccnc21 (centres undefined)	0.8	-0.2	-5	14
Cn1c(CN2CCOCC2)nnc1SCC(=O)Nc1ccc(C#N)cc1	0.1	-0.1	4	20
COc1ccc(C)cc1NC(=O)C(=O)c1c(C)n(C)c2ccccc12	-0.2	0.0	11	-2
CCCCn1c(CCCNC(=O)c2ccccc2OC)nc2ccccc21	0.7	0.1	2	-7
Cc1ccc(C2=NS(=O)(=O)N(C)C(C(=O)Nc3ccc(OC(F)(F)F)cc3)=C2)cc1	-0.2	-0.3	0	-1
CCCn1cc(CN2CCCC(CO)(Cc3ccccc3)C2)c(C)n1 (centres undefined)	-2.1	0.7	15	7
CCOc1cccc2cc(C(=O)/C=C/c3ccc(C(=O)OC)cc3)c(=O)oc12	0.2	0.0	-17	-6
CC[n+]1ccc(/C=C2\C=Cc3cc(C)ccc3N2C)cc1	-0.4	0.0	20	58*
COc1cc([N+](=O)[O-])ccc1NC(=O)c1cc(C)on1	-1.9	-0.5	-11	-17
O=C(NC1CC1)c1ccc2c(c1)N(Cc1ccccc1F)C(=O)CS2	-0.3	-0.1	0	7
O=C(/C(=C1/NCCS1)[N+](=O)[O-])C(Cl)Cl	-1.4	0.1	8	2
Cc1cccc2nc(=S)n(C(=O)c3ccccc3F)n12	0.0	0.6	13	-40
O=C(NCc1ccccc1)c1ccc2c(=O)n(C3CCCCC3)c(=S)[nH]c2c1	-0.6	0.0	-1	-6
Cc1c(NC(=O)c2cc(-c3ccccc3O)on2)c(=O)n(-c2ccccc2)n1C	2.0	0.0	8	3
COc1ccc(Cn2c(SC)nc3ccsc3c2=O)cc1	-1.4	0.1	7	3
